Screens deposited in PubChem BioAssay by The Scripps Research Institute Molecular Screening Center.
GBA enhancer – GBA activity enhancers in patient fibroblasts, primary screen, cell-based. 30,000 tested, 0.44% active. activation, % at 10 µM. AID 784, 2007. Lysosomal acid glucosylceramidase (Homo sapiens), P04062. L444P Gaucher fibroblasts, 4-MU-glucoside fluorescence, 3 days; in the data active = activation above about 65%;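 note: 0% = vehicle wells and 100% = positive control wells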
Target sequence (P04062 whole entry L483P): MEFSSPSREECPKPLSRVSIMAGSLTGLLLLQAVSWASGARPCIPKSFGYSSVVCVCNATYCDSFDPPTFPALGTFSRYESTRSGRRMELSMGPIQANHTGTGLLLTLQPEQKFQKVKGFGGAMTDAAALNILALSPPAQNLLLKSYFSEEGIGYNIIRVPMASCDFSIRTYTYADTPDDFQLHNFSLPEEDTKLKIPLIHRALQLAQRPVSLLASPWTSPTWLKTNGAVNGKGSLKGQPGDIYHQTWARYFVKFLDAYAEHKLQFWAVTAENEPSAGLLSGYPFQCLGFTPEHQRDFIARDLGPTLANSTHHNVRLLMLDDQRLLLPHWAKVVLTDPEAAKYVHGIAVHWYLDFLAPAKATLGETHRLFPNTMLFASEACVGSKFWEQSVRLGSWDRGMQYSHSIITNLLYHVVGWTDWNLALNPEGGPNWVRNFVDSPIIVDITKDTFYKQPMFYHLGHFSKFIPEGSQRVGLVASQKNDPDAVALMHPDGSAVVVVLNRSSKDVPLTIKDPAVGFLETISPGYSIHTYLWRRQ
* = called active by the depositor. The list is partial; rates above refer to the full screens.

SMILES	GBA enhancer
COc1cc(C)c(S(=O)(=O)n2ccc(C)n2)cc1C	-59.5
COc1ccc(NC(=O)CNS(=O)(=O)c2ccc3nc(C)sc3c2)c(OC)c1	-3.0
CCC(=O)Nc1cc(C)c(NC(=O)c2ccccc2OC)cn1	-15.7
Cc1ccc(S(=O)(=O)CC(=O)N2CCCCCC2)cc1	3.9
CSc1cccc(NS(=O)(=O)c2ccc(F)cc2)c1	-29.3
Cc1ccc2c(c1)nnn2C1CCN(S(=O)(=O)c2ccc(C(=O)N3CC(C)CC(C)C3)cc2)CC1 (stereo not given)	-19.7
O=C(O)CC(CC(=O)Nc1nncs1)c1ccccc1 (stereo not given)	-16.4
CN(C)c1nc(Oc2ccc(N)cc2)nc(N(C)C)n1	-1.8
Cn1c(SCC(=O)N2CCc3ccccc3C2)nnc1-c1cccs1	4.6
CCn1nc(C(=O)OCC(=O)c2ccc3c(c2)OCCO3)c2ccccc2c1=O	-38.5
Cc1ccc(C2(C)NC(=O)N(CC(=O)NC(=O)NC3CCCC3)C2=O)cc1 (stereo not given)	6.7
CCCC(=O)Nc1ccc2oc(-c3ccncc3)nc2c1	44.9
Cc1cc(OCC(O)CN(CCO)CCO)ccc1Cl (stereo not given)	-1.6
CCc1nn(C(C)C(=O)NCCN2CCN(c3cccc(C)c3C)CC2)c(=O)c2cc3occc3n12 (stereo not given)	-11.9
O=S1(=O)N=C(N2CCN(Cc3ccccc3)CC2)c2ccccc21	-26.2
Nc1nonc1C(=O)NC(c1ccccc1)c1ccccc1	-23.4
COc1ccc(-c2cc(C(F)(F)F)nc(N3CCN(Cc4ccccc4)CC3)n2)cc1OC	-45.6
Cc1ccc(CCC(=O)Nc2ccc(S(N)(=O)=O)cc2)o1	-21.2
CC(C)c1nc(SCC(=O)N2CCCC2)c2ccccc2n1	-15.0
O=C(Nc1ccncc1)C1COc2ccccc2O1 (stereo not given)	-34.0
COc1cc2cc(CN(CCCO)S(=O)(=O)c3ccccc3)c(=O)[nH]c2cc1OC	-8.6
Cc1cc(C(F)F)n2ncc(C(=O)NC3CCCCCC3)c2n1	-8.2
Cc1cc(SCC(=O)NC(=O)NCc2ccco2)nc2ccccc12	-5.9
Oc1c(CN2CCCCC2)cc(Br)c2cccnc12	-35.5
CCN(CC)CCCNC(=O)CC1Sc2ccccc2NC1=O (stereo not given)	-1.6
CC(=O)NCCc1ccc(S(=O)(=O)NCc2ccc3c(c2)OCO3)cc1	-13.9
CCOC(=O)c1c(CN(C)C)oc2cc(CN(C)C)c(O)c(CSc3ccccc3)c12	8.6
N=c1c2c(n(Cc3ccccc3)c3c1CCC3)CCC2	-36.0
Cc1cc(NC(=O)CS(=O)(=O)c2cn(Cc3ccccc3Cl)c3ccccc23)no1	-10.8
CCCCNC(=O)c1nn(-c2ccccc2OC)c(=O)c2ccccc12	-6.2
Cc1ccc(-c2nnc(SCC(=O)N3c4ccccc4NC(=O)C3(C)C)n2N)cc1	-10.5
O=C(NCC1(c2ccccc2)CCOCC1)c1ccc(Br)o1	-1.6
O=C(COC(=O)c1ccco1)NCc1ccco1	-4.0
CCC1Oc2ccccc2N(CC(=O)Nc2ccccc2OC)C1=O (stereo not given)	17.4
COc1ccc(F)cc1S(=O)(=O)NC1CC(C)(C)NC(C)(C)C1	3.9
O=C1CCCN1c1ccc(S(=O)(=O)Nc2ccc3c(c2)OCCO3)cc1	-6.3
COc1ccc(NC(=O)Cn2nnc(C(=O)NCc3cccc(OC)c3)c2N)cc1	-0.7
CCOc1ccc(NS(=O)(=O)N(C)C)cc1	6.4
Cc1cc(C(=O)CN2C(=O)C3CC=CCC3C2=O)c(C)n1-c1ccccc1 (stereo not given)	-15.0
CC(Sc1nnc(COc2ccc3ccccc3c2)n1C)C(=O)O (stereo not given)	-0.6
COC(=O)CNc1c(-c2ccccn2)nc2ccc(Br)cn12	-24.3
CCOc1ccc(C(C)(N)C(=O)O)cc1 (stereo not given)	0.6
Cn1c(SCC(=O)c2ccccc2)nc2cccnc21	-25.1
Cc1cc(C)n(-c2nc(Nc3ccccc3)nc(-n3nc(C)cc3C)n2)n1	0.6
CCCCn1c(SCC(=O)c2ccc3c(c2)OCCO3)nnc1-c1ccoc1C	-8.2
O=C(NCCC1=CCCCC1)c1cc2c(s1)CS(=O)(=O)C2	-1.8
c1ccc(-c2nnc(CN3CCCc4ccccc43)o2)cc1	-10.2
Cc1ccc(-n2c(CNc3ccc(F)cc3)nnc2SCC(=O)N2CCCC2)cc1	-2.0
CCOC(=O)c1ccc(N2C(=O)CC(Sc3nc(O)c(CC)c(=O)[nH]3)C2=O)cc1 (stereo not given)	5.4
CCN(CC(=O)NCc1cccs1)C(=O)c1cc(S(=O)(=O)N2CCOCC2)ccc1C	-23.2
Cn1nnnc1SCCNCc1cccc2ccccc12	-2.5
CCSc1nnc(NC(=O)c2nn(C(C)C)c(=O)c3ccccc23)s1	-0.3
Cc1ccc(NS(=O)(=O)c2cccc(C(=O)OCC(=O)NCc3ccco3)c2)cc1	-12.3
CN(C)c1ccc(C(=O)Nc2ccc(S(=O)(=O)NC3=NCCCCC3)cc2)cc1	2.6
CC(=O)NCCSCCNC(C)=O	-1.9
Cc1cnc(NC(=O)CSc2nnc(-c3ccc(Cl)cc3Cl)n2N)s1	-2.6
NC(=O)c1cnn(Cc2ccc(Cl)cc2)c1N	-46.5
c1ccc(-n2nnnc2Sc2n[nH]c(-c3ccncc3)n2)cc1	-4.0
OC(COc1ccccc1)CSc1ncn[nH]1 (stereo not given)	3.9
C=C(C)Cn1c(N2CCC(Cc3ccccc3)CC2)nc2c1c(=O)[nH]c(=O)n2C	-12.7

Exported field by field: part of the list above
CC(C)c1nc(SCC(=O)N2CCCC2)c2ccccc2n1
  GBA enhancer: -15.0

O=C(Nc1ccncc1)C1COc2ccccc2O1 (stereo not given)
  GBA enhancer: -34.0

Reprinted at random: 4 compounds from above.
SMILES	GBA enhancer
C=C(C)Cn1c(N2CCC(Cc3ccccc3)CC2)nc2c1c(=O)[nH]c(=O)n2C	-12.7
CCOc1ccc(C(C)(N)C(=O)O)cc1 (stereo not given)	0.6
NC(=O)c1cnn(Cc2ccc(Cl)cc2)c1N	-46.5
CCSc1nnc(NC(=O)c2nn(C(C)C)c(=O)c3ccccc23)s1	-0.3

(more compounds)
SMILES	GBA enhancer
COc1ccccc1CN1C(=O)CCC1(C)C(=O)NC1CCCCCC1 (stereo not given)	-34.2
COc1ccc(NC(=O)CSc2ccccn2)cc1OC	0.2
C=CCN=C1SCC(=O)N1S(=O)(=O)c1ccccc1	5.8
CCOC(=O)CSc1nnc(C)n1N	36.5
O=S(=O)(c1ccc2c(c1)OCCCO2)N1CCNCC1	-7.8
CCOc1ccccc1C1C(C(N)=O)=C(C)Nc2nc(-c3cccc(C)c3)nn21 (stereo not given)	-37.5
CCCn1c(SCC(=O)N2CCCc3ccccc32)nnc1-c1ccccn1	11.5
Cc1ccccc1C(NC(N)=O)c1ccccc1 (stereo not given)	0.8
O=C(O)c1cccc(COc2ccc(CO)cc2Cl)c1	1.5
O=C(O)CCn1[nH]c(=O)ccc1=O	-3.7
Nc1nc(SCc2ccc3c(c2)OCO3)n[nH]1	29.2
Cc1ccc(Nc2nc3nonc3[nH]c2=O)cc1	-32.3
O=C(CSc1nnc(CNc2ccccc2)o1)c1ccc2c(c1)OCCO2	-4.2
CN1CCc2nc(NC(=O)c3cccc(S(=O)(=O)N4CCc5ccccc54)c3)sc2C1	-20.7
CC(C)CCOP(=O)(c1ccc(N(C)C)cc1)C(O)c1ccccn1 (stereo not given)	-16.5
COc1ccccc1N1CC(O)=C(c2nc3ccccc3c(=O)[nH]2)C1=N	-23.5
Cc1cc2oc(C(=O)NCc3ccc4c(c3)OCO4)c(C)c2cc1C	-11.1
Cn1c(=O)c2c(nc(NCCCO)n2Cc2cccc(Br)c2)n(C)c1=O	-10.5
CC(=O)c1c(COC(=O)c2ccncc2)nc2ccccc2[n+]1[O-]	-28.2
O=c1[nH]c(NCCCO)nc2c1C1(CCCC1)Cc1ccccc1-2	-5.5
COC(=O)C1=C(N)OC2=C(C(=O)CC(C)(C)C2)C1c1cccnc1 (stereo not given)	-1.2
CCOC(=O)c1c(C)[nH]c(C(=O)CSc2nnnn2-c2ccccc2)c1C	-30.1
CCOc1ncccc1C(=O)OCC(=O)N1CCN(S(=O)(=O)c2ccc(Cl)cc2)CC1	1.3
CC(NC(=O)C1CCN(S(=O)(=O)N2CCCCCC2)CC1)c1ccccc1 (stereo not given)	2.5
CC12CN3CC(C)(CN(C1)C3c1ccc3c(c1)OCO3)C2=O (stereo not given)	6.5
COc1ccc2c(c1)N(C)C(=O)CC(c1ccccc1)=N2	-28.6
CCn1c(COc2ccccc2C)nnc1SCC(=O)O	31.7
CC(=O)Nc1ccc(OCC(O)CN2CCN(c3cccc(Cl)c3)CC2)cc1 (stereo not given)	-3.6
Cc1cccc(NC(=O)Cn2c(=O)n(C)c3ccccc32)c1	14.1
Cc1occc1C(=O)N1CCN(C(=O)C2CCCO2)CC1 (stereo not given)	-8.2
CCc1nnc(NC(=O)CCC(=O)N2CCN(Cc3cc(Cl)ccc3OC)CC2)s1	14.1
Cc1c(C(=O)OCC2CCCO2)[nH]c2c1C(=O)CC(c1ccco1)C2 (stereo not given)	-36.9
O=C(Nc1ccc2nc(-c3ccco3)c(-c3ccco3)nc2c1)N1CCCCCC1	-17.7
CCN1CCCC1CNC(=O)C1c2cc(OC)c(OC)cc2C(=O)N(C)C1c1cccnc1 (stereo not given)	-43.8
NC1=NC(=O)CC(C(=O)NCc2ccccc2)S1 (stereo not given)	-3.5
CCC(C)N(C(=O)COC(=O)Cc1n[nH]c(=O)c2ccccc12)C1CCS(=O)(=O)C1 (stereo not given)	13.7
CCOC(=O)c1ccc(S(=O)(=O)N2CCN(S(=O)(=O)CC)CC2)cc1	-1.3
CCOC(=O)C1=C(CSc2nccn2C)NC(=O)NC1c1ccc2c(c1)OCO2 (stereo not given)	-1.5
COCCCNC(=O)CCS(=O)(=O)Cc1ccc(C)cc1	-1.3
Cc1nn(-c2ccc(C(=O)Nc3nnc(C4CC4)s3)cc2)c(C)c1Cl	7.8

A stretch taken from the entries so far:
SMILES	GBA enhancer
COc1ccc2c(c1)N(C)C(=O)CC(c1ccccc1)=N2	-28.6
CCn1c(COc2ccccc2C)nnc1SCC(=O)O	31.7
CC(=O)Nc1ccc(OCC(O)CN2CCN(c3cccc(Cl)c3)CC2)cc1 (stereo not given)	-3.6
Cc1cccc(NC(=O)Cn2c(=O)n(C)c3ccccc32)c1	14.1
Cc1occc1C(=O)N1CCN(C(=O)C2CCCO2)CC1 (stereo not given)	-8.2
CCc1nnc(NC(=O)CCC(=O)N2CCN(Cc3cc(Cl)ccc3OC)CC2)s1	14.1
Cc1c(C(=O)OCC2CCCO2)[nH]c2c1C(=O)CC(c1ccco1)C2 (stereo not given)	-36.9

Additional entries:
SMILES	GBA enhancer
O=C(Nc1cccc(F)c1)c1cccc(S(=O)(=O)N2CCOCC2)c1	10.3
Cc1cc2c(c(=O)o1)C1(C(=O)N(CC(=O)O)c3ccccc31)C(C#N)=C(N)O2 (stereo not given)	-8.7
Cc1ccc(N(CC(=O)O)S(=O)(=O)c2cccc3nonc23)cc1	-1.4
CCN1CCN(CC(O)COc2cccc(OC)c2)CC1 (stereo not given)	-16.4
CCCCOc1ccc(C(=O)N2CCC(C)CC2)cc1	9.3
CCCc1nc2ccccc2c(=O)n1/N=C/c1ccc(O)cc1O	-15.1
CCS(=O)(=O)NCCc1cc2ccc(C)cc2[nH]c1=O	4.8
CCCSc1nc(N)c(C#N)c(-c2ccc(C)cc2)c1C#N	-8.6
CCOC(=O)C1=C(C)N(C)C(C)=C(C(=O)OCC)C1c1ccncc1	-22.0
CCn1cnc2sc(C(=O)Nc3ccc4c(c3)OCO4)c(C)c2c1=O	5.0
COc1ccc(S(=O)(=O)N2CCOCC2)cc1C(C)C	-8.3
Cn1c(SCC(=O)N2CCN(Cc3ccccc3)CC2)nnc1-c1ccncc1	-6.6
CCOC(=O)CN1C(=O)C(O)=C(C(C)=O)C1c1ccccc1 (stereo not given)	-15.2
COc1ccc(NC(=O)CS(=O)CC(=O)NC2CCCc3ccccc32)cc1 (stereo not given)	-5.9
COc1ccc(CCNC(=O)CC2Nc3cc(C)c(C)cc3NC2=O)cc1OC (stereo not given)	-9.8
COc1ccc(C2CC(C(F)(F)F)n3ncc(C(=O)NCc4cccnc4)c3N2)cc1OC (stereo not given)	8.8
CCc1cc(=O)oc2cc(OCC(=O)OC)c(Cl)cc12	-21.1
CC(C)c1nnc(NC(=O)c2c(O)c3cccc4c3n(c2=O)CCC4)s1	-3.0
CCC(=O)n1nc(NCc2ccc(OC)c(OC)c2)nc1NCc1ccc(OC)c(OC)c1	-18.2
COc1ccc(C2c3c(oc4ccccc4c3=O)C(=O)N2CC2CCCO2)cc1 (stereo not given)	5.9
CCOCCn1c(=O)c2c(nc3n2CCN3c2ccccc2)n(C)c1=O	13.4
CCCCNC(=O)c1nnn(-c2ccccc2)c1N	-10.2
N#Cc1cc2ccccc2nc1SCC(=O)Nc1ccccc1N1CCOCC1	3.3
C=CCn1c(SCC(O)Cn2c3ccccc3c3ccccc32)nnc1-c1ccco1 (stereo not given)	-18.0
O=S1(=O)CC(N2CCOCC2)c2ccccc21 (stereo not given)	-0.7
COc1cc(C(=O)NCC(c2cccnc2)N2CCN(C)CC2)cc(OC)c1OC (stereo not given)	-5.4
COC(=O)c1ccc(CSc2ncnc3c2nnn3-c2ccc(OC)cc2)o1	-5.1
CN(CCc1ccccn1)C(=O)Nc1ccc(F)cc1	-6.1
COc1cccc2cc(-c3csc(CCn4nc(C)cc4C)n3)c(=O)oc12	-9.1
CCN(CCNC(=O)C1CCCN(S(=O)(=O)CC)C1)c1ccccc1 (stereo not given)	-0.1

Taken from above.
Cc1cc(C(=O)CN2C(=O)C3CC=CCC3C2=O)c(C)n1-c1ccccc1 (stereo not given) in GBA enhancer shows -15.0
CCCCn1c(SCC(=O)c2ccc3c(c2)OCCO3)nnc1-c1ccoc1C in GBA enhancer shows -8.2
